# High-throughput results as filed in PubChem BioAssay.
# West Nile virus CPE – West Nile virus antiviral activity, cell-based, CPE readout (AID 1621); CPE inhibition, % at 10 µM; hits with a dose series show IC50 in µM; West Nile virus-infected cells, CPE inhibition; higher % means a stronger effect; 290,000 tested, 0.02% active; in the data active = a potency from the dose series; inconclusive = CPE inhibition mostly from about 3.7% at the one dose, without a potency; inactive = the rest, 99 in 100 with CPE inhibition below about 2.2%; note: strong numbers were not always called active
# KOR beta-arrestin-1 – KOR antagonists, beta-arrestin recruitment, cell-based, luminescence, uHTS (AID 1778); Kappa-type opioid receptor (Homo sapiens); inhibition, % at 10 µM, or IC50 in µM where a hit was titrated; 290,000 tested, 0.091% active; KOR beta-arrestin recruitment, luminescence, antagonist mode; higher % means a stronger effect; note: strong numbers were not always called active
# AID2073 – inhibitors of Mint1-CaV2.2 protein interaction, biochemical, HTRF (AID 2073). Voltage-dependent N-type calcium channel subunit alpha-1B (Homo sapiens). 290,000 tested, 0.19% active. HTRF protein-protein interaction, Mint1-CaV2.2; higher % means a stronger effect. inhibition, % at 20 µM, or IC50 in µM where a hit was titrated; in the data active = inhibition mostly above about 51%, no sharp cut-off; inconclusive = no clear call, values can overlap the other calls; inactive = mostly below about 53%; note: some results filed as inactive read as strong as hits
# Yfh1-depleted yeast – enhancers of respiration in Yfh1-depleted yeast, dose response, Friedreich's ataxia, plus single-dose screen (AID 1465). S. cerevisiae Yfh1-off respiration, WST-1 reduction, 72 h; higher fold induction means a stronger effect. one-dose fold induction at 50 µM; EC50 in µM for titrated hits. 220,000 tested, 0.074% active;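 active = fold induction of absorbance versus untreated yeast above a set limit, then at least 30% activation at any dose in follow-up; inconclusive = repeats straddling the limit, or above it without dose testing; inactive = fold induction below the set limit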;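 note: activators that raise dye reduction in frataxin-depleted yeast; strong numbers were not always called active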
# NS5 inhibitors – Dengue-2 NS5 methyltransferase inhibitors, primary screen, biochemical, confirmation dose response (AID 588689); Genome polyprotein (Dengue virus type 2 (strain 16681-PDK53)); Dengue-2 NS5 methyltransferase capping enzyme assay, biochemical; higher % means a stronger effect; inhibition, % at 25 µM, or IC50 in µM where a hit was titrated; 340,000 tested, 0.3% active; in the data active = a potency from the dose series; inconclusive = inhibition above about 29% without an active follow-up result
# NOD1 inhibition – NOD1 signaling inhibitors, primary screen, cell-based, luminescence, uHTS (AID 1578) | NOD1-driven NF-kB luciferase reporter cells, luminescence; higher % means a stronger effect | one-dose inhibition, % at 4 µM; EC50 in µM for titrated hits | 290,000 tested, 1% active; in the data active = inhibition mostly above about 36%, no sharp cut-off; inactive = mostly below about 34%;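 note: HEK-293T reporter cells stimulated with the NOD1 agonist gamma-tri-DAP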
# HIV peptide binding – inhibitors of HIV fusion peptide binding, primary screen, biochemical, uHTS, fluorescence dequenching (AID 1986); cell-free peptide binding, fluorescence dequenching, 30 min; higher % means a stronger effect; inhibition, % at 20 µM, or IC50 in µM where a hit was titrated; 290,000 tested, 0.3% active; in the data active = inhibition mostly above about 52%, no sharp cut-off; inactive = mostly below about 76%; note: some results filed as inactive read as strong as hits
# KOR beta-arrestin-2 – KOR agonists, beta-arrestin recruitment, primary screen, cell-based, luminescence, uHTS (AID 1777); Kappa-type opioid receptor (Homo sapiens); KOR beta-arrestin recruitment, luminescence; higher % means a stronger effect; activation, % at 10 µM; hits with a dose series show EC50 in µM; 280,000 tested, 0.02% active; in the data active = activation above about 50%, passing the limit was not always enough; note: a part of the inactive calls stands beside numbers as strong as those of hits
# HEK293 NOD2/NF-kB – NOD2 signaling inhibitors, cell-based, luminescence, uHTS, HEK293 (AID 1566); 290,000 tested, 0.63% active; HEK293 NOD2/NF-kB luciferase reporter, luminescence; higher % means a stronger effect; one-dose inhibition, % at 4 µM; EC50 in µM for titrated hits; note: many of its hits are not listed in these tables
# NS5 inhibitors pilot replicate – further read-out of NS5 inhibitors, marked with its call; inhibition, %; measured here: pilot screen replicate inhibition
# Starred values were filed as active, the others as inactive; i = inactive; ? = inconclusive; / = not tested or not shown; & = joins results of further samples; [ ] = dose if it differs, or a comment. Cut-off read from the data, not from the text of the source, unless noted: active = inhibition above about 50%; inactive = the rest. A portion of the library; the hit share may differ from the screen's.
SMILES,West Nile virus CPE,KOR beta-arrestin-1,AID2073,Yfh1-depleted yeast,NS5 inhibitors,NOD1 inhibition,HIV peptide binding,KOR beta-arrestin-2,HEK293 NOD2/NF-kB,others
CN(C)CCCOC(=O)COc1ccc(C(C)(C)C)cc1,1.1%,/,-10%,i,-7%,-23%,-0.5%,-3.0%,17%,
N#Cc1ccc(C23CC4(C2)[C@H](CN(Cc2ccc(-c5ccccc5)cc2)[C@@H]4c2ccccc2)C3c2ccccc2)cc1 (some centres not stated),-0.5%,6%,12%,i,2%,3%,3.1%,4.7%,22%,
O=C(NCc1ccccc1F)C1CCN(C(=O)c2sccc2-n2cccc2)CC1,-1.3%,-2%,2%,i,-2%,-31%,-1.3%,-4.1%,18%,
Cc1ccc(CNC(=O)C(=O)NCC2OCCN2C(=O)c2ccc3c(c2)OCO3)cc1 (configuration not stated),0.0%,-18%,18%,i,-1%,-9%,-0.6%,-2.7%,7%,
CCCNC(=O)C(C)n1c2ccccc2c2nc(=O)cc(C)n21 (configuration not stated),-0.1%,-3%,0%,i,/,-8%,-1.8%,2.1%,-7%,
C[C@@H]1C=C(C(=O)O)O[C@H](OCc2ccc(CO)cc2)C1,0.3%,0%,5%,i,-1%,-10%,4.7%,2.5%,-5%,
CCC(C)(C)n1nnnc1CN(Cc1cc2cc(OC)ccc2[nH]c1=O)C1CCCC1,-0.1%,16%,0%,i,-2%,-2%,-1.6%,13%,0%,
Cc1cccc(-n2ncc3c2CCCC3NC(=O)CC(F)(F)F)c1C (configuration not stated),-0.7%,-12%,-6%,/,3%,-25%,0.0%,-2.1%,0%,NS5 inhibitors pilot replicate=-1.5
O=S(=O)(c1ccccc1)N1N=C(c2ccccc2)CC1c1ccccc1F (configuration not stated),-0.9%,8%,1%,/,-5%,7%,-2.4%,-7.1%,26%,
Cc1cc(C)cc(N(CCC#N)C(=O)CSc2nc3nc(C)cc(C)n3n2)c1,-0.3%,-8%,-3%,i,0%,-5%,2.6%,-8.8%,23%,
CC(C)Oc1ccc(C(=O)OC(C)C(=O)NC2CCCCC2C)cc1 (configuration not stated),0.5%,1%,-2%,/,1%,30%,0.9%,5.0%,0%,
CC(C)C1=NN(C(=O)c2ccccc2)C(O)(C(C)(C)C)C1 (configuration not stated),/,1%,-1%,/,-1%,0%,0.1%,6.9%,1%,
CCn1nc(C)c(CN2CCCC(CO)(Cc3cccc(Cl)c3)C2)c1C (configuration not stated),-2.0%,-9%[20 µM],?,i,-2%,-39%,-0.1%,/,17%,
COc1ccccc1/C=C/C(=O)Nc1nc(N)n(-c2ccccc2)n1,0.8%,-2%,7%,i,7%,-9%,-1.0%,-0.4%,-19%,
CCOc1ccc(N2CC(O)(c3ccc(F)cc3)[N+]3=C2CCCC3)cc1 (configuration not stated),0.2%,-5%,-8%,i,-10%,-17%,-2.4%,-3.6%,6%,
Cc1ccc(-n2nnc(-c3cc4ccccc4nc3Cl)n2)cc1,1.0%,-29%,7%,i,4%,-32%,0.2%,4.2%,-91%,
COc1cc(C2C3C(=O)N(Cc4ccccc4)C(=O)C3ON2c2ccccc2)cc(OC)c1O (configuration not stated),0.2%,-8%,-4%,i,5%,-24%,0.5%,-3.8%,0%,
Fc1ccc(-c2cnc3n2CCCCC3)cc1,-1.6%,12%,-6%,i,5%,-31%,2.8%,-2.0%,-4%,
O=C(CCCN1C(=O)c2ccccc2C1=O)Nc1ccc(Br)cn1,0.0%,-9%,0%,i,-4%,-31%,-0.3%,2.2%,-6%,
COCCN1C(=O)/C(=C/c2ccc(N3CCCC3)cc2C)SC1=S,-0.9%,28%[20 µM],12%,i,-82%,-23%,147%,/,-31%,
O=S1(=O)CC/C(=N/Nc2ccccn2)c2cc(F)ccc21,-0.1%,8%,1%,i,9%,2%,0.2%,1.6%,11%,
O=C(Cn1nc(-c2cccc([N+](=O)[O-])c2)c2ccccc2c1=O)Nc1cccnc1,1.1%,-4%,-2%,i,3%,-13%,2.6%,3.9%,18%,
CC1Oc2ccccc2N(CC(=O)Nc2ccc3c(c2)OCCO3)C1=O (configuration not stated),0.0%,-5%,-4%,i,2%,-16%,0.1%,10%,6%,
O=C(Nc1cccc(-n2cnnn2)c1)c1ccc(OC(F)(F)F)cc1,-0.7%,-12%,10%,/,-3%,14%,2.2%,1.4%,12%,
COC(=O)[C@@H]1[C@@H](C#N)C2(c3ccccc3-c3ccccc32)N(c2ccc(Cl)cc2)N1C#N,0.4%,-14%,27%,/,92µM*,-28%,6.8%,-3.3%,-6%,
O=[N+]([O-])c1ccccc1/C=C/C=N/Nc1ccc(S(=O)(=O)Nc2ccc(Cl)cc2)cc1[N+](=O)[O-],-1.5%,-4%,33%,i,2%,-11%,-1.4%,-4.3%,6%,
COc1ccc(C2=CC(c3cc(OC)c(OC)c(OC)c3)NC(=S)N2)cc1 (configuration not stated),-0.2%,-9%,-3%,i,6%,6%,-2.5%,-0.8%,16%,
N=C(N)SCc1nc2ccccc2c(=O)n1-c1ccccc1,0.2%&-0.3%,22%&9%,14%&-5%,i,-11%&4%,-43%&-43%,1.9%&3.4%,2.0%&-4.2%,-34%&-23%,
CC(C)(C)c1ccc(/C=N/NC(=O)C2CCCC2)cc1,-0.9%,-9%,-3%,/,-5%,-58%,-0.2%,2.1%,-5%,
COc1ccc(S(=O)(=O)Nc2cc(C)ccn2)cc1,-0.3%,14%,-2%,i,-4%,-13%,1.0%,-6.6%,-10%,
CCO[C@H]1OC(C(=O)N2CCN(C)CC2)=C[C@@H](c2coc3ccccc3c2=O)[C@@H]1CCCO,0.2%,-6%,3%,i,-6%,-32%,-0.9%,-2.1%,8%,
COc1ccccc1CNC(=O)COC(=O)c1c(C)nn(-c2ccccc2)c1Cl,0.1%,17%,-1%,/,1%,-5%,-0.4%,-0.6%,25%,
NC(=O)CCn1c(C(=O)c2ccc(Cl)cc2)c2ccccc2[n+]1[O-],0.9%,-19%[20 µM],8%,/,-3%,-9%,-1.6%,3.0%,8%,
CCCOC1CCCN(C(=O)CCc2nnc(Cc3cccc(C)c3)o2)C1 (configuration not stated),-0.3%,-40%,-2%,i,-1%,-42%,0.0%,-0.2%,-38%,
CC(C)N(C)C(=O)CCc1nnc(CCc2c[nH]c3ccccc23)o1,0.3%,-19%,-3%,i,-7%,-41%,-1.3%,-2.6%,-14%,
Cc1ccc(S(=O)(=O)n2nnc3ccccc32)c(C)c1C,0.1%,-4%,8%,i,-2%,-42%,-1.4%,1.0%,8%,
CNC(=O)CCSc1ccc(C)cc1,0.3%,50%,0%,i,-11%,-38%,2.1%,-3.6%,2%,
Cc1cc(C)n2nc(C(=O)OCC(=O)N3CCC3)nc2n1,0.1%,-25%,-2%,i,-13%,-41%,1.1%,-0.8%,10%,
c1ccc2c(c1)Nc1ccncc1S2,-0.3%,-7%,0%,i,-12%,28%,1.0%,-2.2%,14%,
Cc1cc(N2CCC(C)CC2)nc2ccc(N3C(=O)CCC3=O)cc12,0.5%,-19%,10%,i,-4%,-4%,-0.6%,-2.2%,-15%,
O=C(C1CCN(S(=O)(=O)N2CCC3(CC2)OCCO3)CC1)N1CCN(Cc2ccccc2)CC1,-0.2%,26%,-4%,i,0%,5%,-0.7%,2.7%,6%,
COCCCNC(=O)[C@H]1N2C(=O)c3ccccc3C2SC1(C)C (some centres not stated),-0.4%,12%,11%,/,-3%,-17%,-1.1%,-1.6%,-8%,
O=C(O)CSc1nnc(-c2ccccc2)o1,0.5%,15%,2%,i,3%,9%,2.0%,-3.2%,16%,
COc1ccc(C(=O)Oc2c(OC)cc(C(=S)N3CCOCC3)cc2OC)cc1OC,-0.4%,-31%[20 µM],5%,/,-14%,-7%,1.0%,4.0%,6%,
CC(=O)Nc1ccc(S(=O)(=O)NC(C)c2ccccc2)cc1 (configuration not stated),-1.1%,-12%,-1%,/,-4%,9%,2.3%,0.5%,-7%,
O=C(Nc1ccc(Cl)c(Cl)c1)N1N=CCC1c1ccccc1 (configuration not stated),0.1%,-21%[20 µM],-6%,i,-3%,-23%,0.2%,-0.1%,9%,
CC(C)NC(=O)c1ccc(C(C)C)cc1,0.6%,18%,20%,i,-1%,-7%,0.0%,3.1%,9%,
CC(C)(C)n1cnnc1Sc1ccc([N+](=O)[O-])cn1,0.5%,-5%,0%,i,-5%,-4%,-0.8%,-3.6%,14%,
COc1cc(OC)c(-n2c(C)cc(C=O)c2C)cc1Cl,0.2%,6%,6%,i,-2%,4%,-0.1%,-12%,24%,
Cc1ccc(-n2c(N)cc(=O)nc2SCC(=O)NC2CCCCC2)cc1C,-0.3%,-6%,-6%,/,-4%,-25%,1.0%,2.6%,0%,

# Of the compounds above, these contain fluorine:
SMILES,West Nile virus CPE,KOR beta-arrestin-1,AID2073,Yfh1-depleted yeast,NS5 inhibitors,NOD1 inhibition,HIV peptide binding,KOR beta-arrestin-2,HEK293 NOD2/NF-kB,others
O=C(NCc1ccccc1F)C1CCN(C(=O)c2sccc2-n2cccc2)CC1,-1.3%,-2%,2%,i,-2%,-31%,-1.3%,-4.1%,18%,
Cc1cccc(-n2ncc3c2CCCC3NC(=O)CC(F)(F)F)c1C (configuration not stated),-0.7%,-12%,-6%,/,3%,-25%,0.0%,-2.1%,0%,NS5 inhibitors pilot replicate=-1.5
O=S(=O)(c1ccccc1)N1N=C(c2ccccc2)CC1c1ccccc1F (configuration not stated),-0.9%,8%,1%,/,-5%,7%,-2.4%,-7.1%,26%,
CCOc1ccc(N2CC(O)(c3ccc(F)cc3)[N+]3=C2CCCC3)cc1 (configuration not stated),0.2%,-5%,-8%,i,-10%,-17%,-2.4%,-3.6%,6%,
Fc1ccc(-c2cnc3n2CCCCC3)cc1,-1.6%,12%,-6%,i,5%,-31%,2.8%,-2.0%,-4%,
O=S1(=O)CC/C(=N/Nc2ccccn2)c2cc(F)ccc21,-0.1%,8%,1%,i,9%,2%,0.2%,1.6%,11%,
O=C(Nc1cccc(-n2cnnn2)c1)c1ccc(OC(F)(F)F)cc1,-0.7%,-12%,10%,/,-3%,14%,2.2%,1.4%,12%,

# (listing goes on)
SMILES,West Nile virus CPE,KOR beta-arrestin-1,AID2073,Yfh1-depleted yeast,NS5 inhibitors,NOD1 inhibition,HIV peptide binding,KOR beta-arrestin-2,HEK293 NOD2/NF-kB,others
O=C(CNS(=O)(=O)c1ccc(F)cc1)Nc1ccccc1,-0.5%,6%,?,/,-5%,-12%,0.0%,-1.1%,-2%,
Cc1ccn2c(NC(C)(C)C)c(-c3cccs3)nc2c1,-1.4%,1%[20 µM],43%,i,/,-18%,1.2%,/,-33%,
CCOC(=O)c1c(Cl)c(C)nn1-c1nc(OC)cc(OC)n1,-1.0%,11%,-10%,i,-3%,-16%,-0.9%,-0.1%,13%,
CCC1=C2CC[C@H]3C(=O)N(CC)C(=O)[C@H]3[C@H]2[C@@]2(Cc3ccccc3)C(=NCCOC)OC(=O)N2C1=O,0.0%,-5%,6%,i,9%,-2%,1.0%,-2.9%,3%,
